# PrPC TRFRET: reduces human prion protein on the cell surface; P04156; cell surface PrPC, TR-FRET read-out; inhibition, % at 13.8 µM; actives 0.43% (n = 370,000); in the data active = inhibition above about 24%; note: 0% = median of the test wells and 100% = reference compound wells
# CCHF vOTU inh: CCHFV vOTU protease inhibition; Pep-AMC fluorescence; inhibition, % at 11.5 µM; actives 0.55% (n = 370,000); note: 0% = vehicle wells with enzyme and 100% = no enzyme wells
# BoNT-F LC inh: blocks Botulinum neurotoxin F light chain protease. Multiplex microsphere protease cleavage assay, flow cytometry. actives 0.22% (n = 360,000). AID 588497. inhibition, % at 10 µM; in the data active = inhibition above about 35%, passing the limit was not always enough; inconclusive = no clear call, values can overlap the other calls; note: plate controls were buffer without enzyme for full effect and enzyme alone for no effect
# Mtb FBA inh: Mtb fructose-bisphosphate aldolase inhibition. actives 2.3% (n = 360,000). purified M. tuberculosis FBA, fluorescence read-out. P9WQA3. inhibition, % at 1 µM. AID 588726; in the data active = inhibition above about 27%;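 note: 0% = vehicle and 100% = reference inhibitor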
# Target sequence (P9WQA3 whole entry, looked up): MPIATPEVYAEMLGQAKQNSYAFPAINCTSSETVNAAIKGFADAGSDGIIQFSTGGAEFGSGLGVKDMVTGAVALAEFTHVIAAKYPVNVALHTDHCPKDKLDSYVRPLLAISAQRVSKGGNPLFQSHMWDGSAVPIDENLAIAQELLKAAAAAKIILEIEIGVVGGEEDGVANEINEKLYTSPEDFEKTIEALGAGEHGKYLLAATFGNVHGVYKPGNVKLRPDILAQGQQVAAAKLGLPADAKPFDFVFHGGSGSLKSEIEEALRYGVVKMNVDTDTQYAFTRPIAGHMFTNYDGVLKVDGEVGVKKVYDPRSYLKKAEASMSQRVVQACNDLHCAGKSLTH
# FadD28 FP inh: inhibitors of Mycobacterium tuberculosis FadD28 bisubstrate binding. FadD28 bisubstrate probe binding, fluorescence polarization. AID 588549. actives 0.22% (n = 360,000). inhibition, % at 12.5 µM; in the data active = inhibition above about 8.5%, passing the limit was not always enough; inconclusive = no clear call, values can overlap the other calls
# GDH-TPI inh: GDH-TPI coupled enzyme inhibition counter-screen; GDH-TPI coupled enzyme counterscreen, NADH absorbance; inhibition, % at 4.8 µM; actives 1.2% (n = 360,000); AID 588335;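 note: 0% = DMSO wells and 100% = wells lacking the enzyme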
# BoNT A protease: inhibitors of Botulinum neurotoxin A light chain protease; inhibition, % at 10 µM; multiplex microsphere protease substrate cleavage, flow cytometry; actives 0.17% (n = 360,000); in the data active = inhibition above about 30%; inconclusive = no clear call, values can overlap the other calls; note: plate controls were buffer without enzyme for full effect and enzyme alone for no effect
# UGM FP inh: blocks M. tuberculosis UGM enzyme; inhibition, % at 10 µM; purified UGM, fluorescence polarization probe displacement; P9WIQ1; AID 504406; actives 0.06% (n = 320,000); in the data active = inhibition above about 10%, passing the limit was not always enough; inconclusive = no clear call, values can overlap the other calls
# Target sequence (P9WIQ1 whole entry, looked up): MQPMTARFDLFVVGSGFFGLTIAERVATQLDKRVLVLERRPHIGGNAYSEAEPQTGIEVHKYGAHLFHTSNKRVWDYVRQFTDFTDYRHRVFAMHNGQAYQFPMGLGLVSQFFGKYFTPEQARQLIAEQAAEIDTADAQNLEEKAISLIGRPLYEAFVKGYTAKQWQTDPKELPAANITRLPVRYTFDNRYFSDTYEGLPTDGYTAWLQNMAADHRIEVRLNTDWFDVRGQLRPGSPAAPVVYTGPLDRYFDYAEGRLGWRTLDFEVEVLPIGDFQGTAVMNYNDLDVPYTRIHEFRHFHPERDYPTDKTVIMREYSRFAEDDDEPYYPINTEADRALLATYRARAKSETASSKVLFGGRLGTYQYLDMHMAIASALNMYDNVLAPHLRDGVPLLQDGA
# BioA inh: inhibitors of Mycobacterium tuberculosis BioA enzyme. inhibition, % at 9.99 µM. AID 602481. purified M. tuberculosis BioA enzyme, plate reader. actives 0.096% (n = 360,000); in the data active = inhibition above about 40%; inconclusive = no clear call, values can overlap the other calls
# * hit, by the source's call; ? = inconclusive; · = no result given. Cut-off read from the data, not from the text of the source, unless noted: active = inhibition above about 30%; inactive = the rest.
SMILES,PrPC TRFRET,CCHF vOTU inh,BoNT-F LC inh,Mtb FBA inh,FadD28 FP inh,GDH-TPI inh,BoNT A protease,UGM FP inh,BioA inh
COC(=O)c1cc(NS(=O)(=O)c2cccs2)cc(NS(=O)(=O)c2cccs2)c1,-3,5,-310,1,-2.9,-2,-211,·,-1.2
COc1ccccc1-c1nnc2n1N=C(C(C)(C)C)CS2,4,8,6,2,-2.2,3,0.7,-0.7,25
COC(=O)Cn1c(C)c(C#N)c2ccccc21,2,6,-12,2,-0.9,0,-1.2,-2.2,3.0
CC1CCCCC1NC(=O)COC(=O)c1ccccn1 (configuration not stated),7,13,-5,-2,-4.3,-7,1.0,-1.3,-1.2
CC(C)NC(=S)N/N=C/c1cc(Br)ccc1O,-6,-2,-15,1,-0.7,13,-0.8,-3.4,·
CN(CCc1ccccc1)C(C(=O)Nc1ccc2c(c1)OCCO2)c1ccnc2ccccc12 (configuration not stated),3,-5,1,-4,-3.7,·,1.3,·,-3.0
CC1SC(c2ccc(F)cc2)NC1=O (configuration not stated),-5,5,-1,2,0.2,7,-0.7,-1.6,·
COc1ccc(C2C(C(=O)OCC(=O)Nc3ccc(C)cc3)CCC(=O)N2c2ccc(OC)cc2)cc1 (configuration not stated),-7,-3,?,5,-1.7,2,0.4,·,0.5
Cc1nn(C)cc1S(=O)(=O)N1CCN(c2ccccc2F)CC1,0,0,8,4,1.2,-5,2.1,1.3,-3.2
Cn1nc(C(F)(F)F)cc1C(=O)Nc1ccc(Cl)cc1,3,-8,-16,3,0.3,0,-0.1,-2.0,-3.4
Cc1cccc(OCC(=O)O/N=C(\N)Cc2cccs2)c1,-1,-11,31,2,0.9,-9,2.5,-2.6,0.2
CC1(C(=O)NS(=O)(=O)c2ccc(C#N)cc2)CCN1C(=O)Cc1ccsc1 (configuration not stated),-2,-1,0,2,-2.7,-5,0.0,·,-1.1
COc1ccccc1NC(=O)CSCc1cc(=O)n2ccsc2n1,1,-13,1,0,-0.9,16,0.9,2.9,-5.1
COc1ccc(CC(=O)NCC(c2ccc(OC)cc2)N(C)C)cc1 (configuration not stated),2,15,4,12,-3.7,-12,-0.1,0.8,4.4
O=C1CC(C(=O)NCc2ccccc2)C2(CCCC2)O1 (configuration not stated),6,-12,-6,-2,-3.2,2,0.4,-1.9,0.8
COCCNC(=O)/C(C#N)=C/c1ccc(-c2ccc(S(=O)(=O)N3CCOCC3)cc2)o1,2,-10,-1,-1,0.2,13,2.2,1.7,·
NNc1nc2ccccc2nc1C(F)(F)F,2,-12,-10,13,0.4,4,-1.8,0.0,·
Cc1ccc(CSc2nnc(NC(=O)C3=COCCO3)s2)cc1,5,10,0,0,-0.3,18,-0.3,0.0,0.4
CN(C)C(=O)C12CCC(C)(c3nc4ccccc4nc31)C2(C)C (configuration not stated),-6,-7,2,2,-2.5,17,0.7,-0.5,-1.7
O=C(OCc1nnc(-c2ccccc2)o1)c1cc(=O)c2ccccc2o1,-2,8,5,0,-2.6,2,-0.4,-5.9,-0.8
Cc1ccc2[nH]c(O)c(N=NC(N)=S)c2c1,-34,16,-7,-7,-3.6,38*,-1.0,1.5,3.2
O=C(NC1CCCCC1)C1CCCN1S(=O)(=O)c1ccc(F)cc1 (configuration not stated),4,1,2,4,1.2,6,0.1,0.3,-2.7
CN1CCN(C(=O)CN2C(=O)NC(C)(c3ccc4ccccc4c3)C2=O)CC1 (configuration not stated),-3,-5,-6,1,-4.2,-1,-1.8,0.4,0.5
O=C(NCCc1cccs1)C1CC(c2c(Cl)cccc2Cl)=NO1 (configuration not stated),-2,1,1,0,0.6,7,0.1,0.9,-2.3
Nc1nc(CCl)nc(Nc2ccc3ccccc3c2)n1,-4,10,?,-1,-7.2,10,3.1,·,·

# The closing 5 entries of the part before lead into the next:
SMILES,PrPC TRFRET,CCHF vOTU inh,BoNT-F LC inh,Mtb FBA inh,FadD28 FP inh,GDH-TPI inh,BoNT A protease,UGM FP inh,BioA inh
Cc1ccc2[nH]c(O)c(N=NC(N)=S)c2c1,-34,16,-7,-7,-3.6,38*,-1.0,1.5,3.2
O=C(NC1CCCCC1)C1CCCN1S(=O)(=O)c1ccc(F)cc1 (configuration not stated),4,1,2,4,1.2,6,0.1,0.3,-2.7
CN1CCN(C(=O)CN2C(=O)NC(C)(c3ccc4ccccc4c3)C2=O)CC1 (configuration not stated),-3,-5,-6,1,-4.2,-1,-1.8,0.4,0.5
O=C(NCCc1cccs1)C1CC(c2c(Cl)cccc2Cl)=NO1 (configuration not stated),-2,1,1,0,0.6,7,0.1,0.9,-2.3
Nc1nc(CCl)nc(Nc2ccc3ccccc3c2)n1,-4,10,?,-1,-7.2,10,3.1,·,·
COc1cccc(C2/C(=C(\O)c3ccc4c(c3)OCO4)C(=O)C(=O)N2CCN(C)C)c1OC (configuration not stated),-4,5,-18,1,-4.0,6,-0.8,-0.4,-0.2
C=CCn1c(C)c(C(C)=O)c(N2CCCC2)nc1=S,3,12,9,10,2.5,3,1.5,0.1,-2.4
CCc1ccc(-c2nc(CSCC(=O)NCCCN3CCCC3=O)c(C)o2)cc1,-3,-9,6,2,-1.9,-5,?,-1.8,-0.6
O=C(NC1CCCC1)C(c1ccccc1)N(Cc1ccc(F)cc1)C(=O)c1csnn1 (configuration not stated),0,12,0,0,-3.2,7,-0.8,1.7,-0.5
FC(F)(F)C1=CC(c2ccccc2)=NCCN1,-3,6,-1,1,-1.6,26,-0.2,-2.1,-1.5
Cc1ccc(S(=O)(=O)N2CCC(C(=O)Nc3nnc(COc4ccccc4)s3)CC2)cc1,-2,6,1,1,-0.4,8,-0.2,·,-1.3
CCN(CC)C1CCN(C(=O)CCn2nnnc2CN2CCOCC2)C1 (configuration not stated),2,-5,-4,-1,-1.8,-6,0.4,-0.1,-1.1
O=S(=O)(NCc1ccco1)c1ccc(S(=O)(=O)N2CCCCC2)cc1,·,·,-4,3,-1.6,-1,-1.4,1.2,-0.6
COc1ccc(C(C)=O)cc1CSc1ccccn1,1,0,1,0,-4.3,-1,0.1,-3.3,·
O=C(NC(Cc1ccccc1)C(=O)O)/C(=C\c1ccc(Cl)cc1)NC(=O)c1ccccc1 (configuration not stated),7,8,-5,1,-3.3,7,-0.3,1.9,·
CC(C)(C)C(=O)NC1CCN(CC(=O)Nc2ccc3c(c2)OCO3)CC1,6,3,-5,2,-0.1,5,-1.3,-1.1,1.0
CCO[C@@H]1OC(C(=O)O)=C[C@H](c2ccc3c(c2)OCO3)[C@H]1CCCO,1,-3,-1,-1,-4.3,-1,-0.4,3.5,-1.2
CCNC(=O)N1CCCC(C(=O)c2ccc(-c3ccccc3)cc2)C1 (configuration not stated),1,-7,-27,-2,-2.1,-5,-0.3,1.4,1.8
CCc1nc2ccc(C(=O)Nc3ccc(C(=O)N(C)C)cc3)cn2c1N(C)CCCc1ccccc1,0,-1,0,0,-1.5,3,0.1,·,1.5
Cc1cc(NC(=O)c2ccc(S(=O)(=O)N3CCCC3)cc2)nc2c1c(=O)oc1ccccc12,-4,8,10,5,-1.5,8,0.3,·,-0.4
CCNC(=O)C1(C)CCCN(CCOc2ccc(Cl)cc2)C1 (configuration not stated),·,·,2,2,-2.2,8,0.1,·,0.3
COc1ccc(-c2ccc(C(=O)N3CCOCC3)c3occc23)c(C)c1,0,-2,-8,5,-3.8,-1,-0.3,·,-0.5
O=C(Cn1c(-c2cncs2)nc2ccccc21)NC1CCCC1,7,10,17,-12,-2.5,-6,0.3,-0.2,-0.6
COc1ccccc1NC(=O)C1CCN(S(=O)(=O)c2ccc3c(c2)NC(=O)CO3)CC1,7,15,-1,1,0.8,0,-1.0,-2.5,-1.7
CCOC(=O)Cc1c(C)nc2c(-c3ccc(Cl)cc3)c(C)[nH]n2c1=O,-5,-16,-4,15,-2.7,14,-0.1,-1.9,0.1
O=C1CN=C(Nc2ccccc2)N1Cc1cccs1,1,0,-9,-6,-1.8,12,-0.6,3.0,1.5
Cc1cccc(C)c1NS(=O)(=O)c1ccc(F)cc1,11,6,-6,0,-3.0,3,0.1,-0.1,0.7
COc1ccc(-n2nnnc2C(C2CC2)N2CCC(n3c(=O)[nH]c4ccccc43)CC2)cc1 (configuration not stated),0,10,-27,0,-3.8,·,-1.4,·,-0.7
O=C(CCCCCCCCCCC(=O)NCc1cccnc1)NCc1cccnc1,12,2,?,-2,-4.0,-10,-1.6,-3.5,·
COc1cccc(C(C#N)N2CCCCC2)c1O (configuration not stated),-7,-8,-1,-1,-2.9,8,0.4,-5.3,-0.6

# Some of the entries so far, bar-delimited:
compound | PrPC TRFRET | CCHF vOTU inh | BoNT-F LC inh | Mtb FBA inh | FadD28 FP inh | GDH-TPI inh | BoNT A protease | UGM FP inh | BioA inh
CCc1nc2ccc(C(=O)Nc3ccc(C(=O)N(C)C)cc3)cn2c1N(C)CCCc1ccccc1 | 0 | -1 | 0 | 0 | -1.5 | 3 | 0.1 | · | 1.5
Cc1cc(NC(=O)c2ccc(S(=O)(=O)N3CCCC3)cc2)nc2c1c(=O)oc1ccccc12 | -4 | 8 | 10 | 5 | -1.5 | 8 | 0.3 | · | -0.4
CCNC(=O)C1(C)CCCN(CCOc2ccc(Cl)cc2)C1 (configuration not stated) | · | · | 2 | 2 | -2.2 | 8 | 0.1 | · | 0.3
COc1ccc(-c2ccc(C(=O)N3CCOCC3)c3occc23)c(C)c1 | 0 | -2 | -8 | 5 | -3.8 | -1 | -0.3 | · | -0.5
O=C(Cn1c(-c2cncs2)nc2ccccc21)NC1CCCC1 | 7 | 10 | 17 | -12 | -2.5 | -6 | 0.3 | -0.2 | -0.6

# (more compounds)
SMILES,PrPC TRFRET,CCHF vOTU inh,BoNT-F LC inh,Mtb FBA inh,FadD28 FP inh,GDH-TPI inh,BoNT A protease,UGM FP inh,BioA inh
COC(=O)CSC1=C(C#N)C(c2ccc(C)o2)CC(=O)N1 (configuration not stated),10,-11,-7,5,0.9,1,-1.9,1.2,-0.9
ClC(Cl)(Cl)c1ccccc1,3,-4,1,-1,-0.1,3,0.1,-0.8,-1.7
O=C(Nc1ccc(-c2nc3cc(Cl)ccc3c(=O)o2)cc1)c1ccco1,4,-1,3,0,-14,5,1.5,-1.1,0.6
C=C(C)Cc1c(C)nc(-c2ccccc2)[nH]c1=O,-2,6,-5,2,-2.9,3,-0.4,-0.4,·
COc1ccc(/C=C2\CCCC3C2=NC(=S)NC3c2ccc(OC)cc2)cc1 (configuration not stated),7,5,-4,2,-2.3,11,-0.6,0.3,·
O=C(Cc1ncc(C(F)(F)F)cc1Cl)N1CCN(c2ccc(F)cc2)CC1,4,-3,-4,0,1.8,7,-0.6,-2.7,5.4
CCn1c(CCNC(=O)c2ccc(Cl)cc2)n[nH]c1=S,-4,-5,2,4,-2.0,4,0.0,-2.0,-1.0
COc1ccccc1NC(=O)CCSc1nc(C)cs1,-3,5,-4,1,-2.2,1,-2.4,-1.3,0.0
c1ccc(Nc2nn[nH]n2)cc1,0,9,-16,2,-3.1,0,-0.5,-2.7,0.4
CCc1ccc(C(=O)C(C)OC(=O)c2nc3nc(C)cc(C)n3n2)cc1 (configuration not stated),3,-2,-5,1,-0.6,5,0.3,-1.8,-1.2
CCNC(=S)N1CCc2cc(OC)c(OC)cc2C1COc1ccccc1OC (configuration not stated),-1,-59,-5,38*,-3.5,-5,0.0,0.0,3.7
O=c1c2ccccc2ncn1Cc1ccccc1,6,9,?,0,-0.6,5,0.3,1.6,-0.9
COc1ccc(NC(=O)c2cc(-c3cc(OC)c(OC)c(OC)c3)nc3ccccc23)cc1OC,3,10,2,-1,·,10,0.5,2.7,-0.1
O=c1[nH]cnc(O)c1Nc1cccc(Cl)c1,7,9,1,3,-0.3,-1,-0.1,·,-2.2
